# CHRM4 PAM: CHRM4 positive allosteric modulation; P08173; AID 624126; activation, % at 3 µM; CHO-K1 hM4/Gqi5, Fluo-8 calcium fluorescence, ACh EC20; 0% = ACh EC20, 100% = maximal ACh; actives 0.4% (n = 360,000);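 active means activation above its plate's cutoff, the mean activation of sample wells plus 3 SD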; further: some results filed as inactive read as strong as hits
# CHRM4 agonist: agonists of human muscarinic M4 receptor (CHRM4) | AID 624127 | activation, % at 3 µM | actives 0.14% (n = 360,000) | CHO-K1 hM4/Gqi5, Fluo-8 calcium fluorescence; vehicle 0%, full acetylcholine response 100%;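 active means activation above the run mean over all test wells plus 3 SD, cut at about 32% in these data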;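 further: peak over basal fluorescence ratio per well then scaled between controls; 0% = DMSO wells and 100% = acetylcholine at EC100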
# M1 PAM: positive allosteric modulators of human M1 muscarinic receptor | P11229 | CHO-K1 hM1, Fluo-8 calcium fluorescence, ACh EC20; 0% = ACh EC20, 100% = maximal ACh | activation, % at 3 µM | actives 0.088% (n = 360,000) | AID 588819; in the data active means activation above about 19%, passing the limit was not always enough
# Target sequence (P11229 whole entry, looked up): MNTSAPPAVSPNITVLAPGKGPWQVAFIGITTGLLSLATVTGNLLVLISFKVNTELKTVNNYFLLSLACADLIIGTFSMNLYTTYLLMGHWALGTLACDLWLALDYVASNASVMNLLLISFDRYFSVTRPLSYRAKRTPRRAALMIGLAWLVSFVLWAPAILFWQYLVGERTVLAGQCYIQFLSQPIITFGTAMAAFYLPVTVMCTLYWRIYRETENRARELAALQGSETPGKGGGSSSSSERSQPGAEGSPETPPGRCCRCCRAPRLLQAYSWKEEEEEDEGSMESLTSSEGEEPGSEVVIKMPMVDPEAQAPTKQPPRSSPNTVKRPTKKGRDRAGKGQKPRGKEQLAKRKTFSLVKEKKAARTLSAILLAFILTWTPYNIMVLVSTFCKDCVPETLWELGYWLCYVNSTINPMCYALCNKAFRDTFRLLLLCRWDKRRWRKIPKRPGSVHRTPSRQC
# CRFBP-R2 block: CRF-BP/CRF-R2 complex antagonism; actives 0.59% (n = 350,000); AID 588475; inhibition, % at 11.8 µM; HEK293 CRF-R2/CRF-BP, CRF-induced calcium fluorescence;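 active means inhibition of the ligand-induced calcium signal above about 50% at the single tested concentration, limit read from the data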
# M4 antag: CHRM4 antagonism in calcium assay; CHO-hM4 cells, ACh EC80, Fluo-8 calcium fluorescence; P08173; inhibition, % at 3 µM; actives 0.73% (n = 360,000);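 active means inhibition above its plate's cutoff, the mean inhibition of sample wells plus 3 SD, cut at about 27% in these data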;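 further: 0% = acetylcholine EC80 with DMSO and 100% = DMSO without agonist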
# M5 ag: agonists of human muscarinic M5 receptor (CHRM5); P08912; CHO-K1 hM5 cells, Fluo-8 calcium fluorescence; 0% DMSO wells, 100% maximal acetylcholine response; activation, % at 3 µM; actives 0.19% (n = 360,000); AID 624037;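 active means activation above the run's mean over test compounds plus 3 SD, cut at about 23% in these data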;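 further: signal is peak over basal fluorescence ratio across the kinetic read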
# Target sequence (P08912 whole entry, looked up): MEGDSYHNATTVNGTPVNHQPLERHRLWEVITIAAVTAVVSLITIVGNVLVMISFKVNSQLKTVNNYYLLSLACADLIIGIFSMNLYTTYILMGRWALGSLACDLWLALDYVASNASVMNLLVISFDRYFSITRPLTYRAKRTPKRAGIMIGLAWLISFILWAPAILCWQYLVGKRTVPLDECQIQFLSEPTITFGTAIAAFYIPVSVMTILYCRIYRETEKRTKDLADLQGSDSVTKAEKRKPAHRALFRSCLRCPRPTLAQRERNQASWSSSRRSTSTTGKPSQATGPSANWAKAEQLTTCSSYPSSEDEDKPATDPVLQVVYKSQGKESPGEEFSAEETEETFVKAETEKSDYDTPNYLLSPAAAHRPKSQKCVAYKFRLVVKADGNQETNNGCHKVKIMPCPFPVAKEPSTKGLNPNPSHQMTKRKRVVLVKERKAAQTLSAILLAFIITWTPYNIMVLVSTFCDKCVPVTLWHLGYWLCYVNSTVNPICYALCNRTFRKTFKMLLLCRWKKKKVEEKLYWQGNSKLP
# M5 antag: CHRM5 antagonism in calcium assay | actives 0.59% (n = 360,000) | AID 624040 | CHO-hM5 cells, Fluo-8 calcium fluorescence, ACh EC80 | inhibition, % at 3 µM | P08912;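 active means inhibition above a per-plate cutoff, the mean of that plate's test compounds plus 3 SD, cut at about 27% in these data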;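 further: 0% = acetylcholine EC80 with DMSO and 100% = DMSO without agonist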
# CHRM5 PAM: CHRM5 positive allosteric modulation; CHO-K1 hM5, Fluo-8 calcium, ACh EC20 PAM; 0% = ACh EC20, 100% = ACh EC100; actives 0.3% (n = 360,000); activation, % at 3 µM; P08912;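 active means activation above the run cutoff, the mean activation of all test compounds plus 3 SD, cut at about 18% in these data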
#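 Assay system: CHO-K1 hM5 cells / Incubation: Fluo-8 loading 80 min at 37 °C plus 30 min room temperature / Technique: Fluo-8 calcium dye fluorescence, kinetic read / Repeats: single replicate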
# CRFBP-R2 agonist: agonists of human CRF-binding protein/CRF-R2 receptor complex. HEK293 CRF-R2/CRF-BP, calcium dye fluorescence (FLIPR); percent of saturating CRF peptide response. activation, % at 13.2 µM. AID 588473. actives 0.46% (n = 350,000);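 active means activation of at least 50%, plus an integration ratio under a set limit after plate pattern correction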;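 further: plate controls were neutral control wells without compound for no effect and CRF at EC100 for full effect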
# * = called active by the depositor; . = no result given.
SMILES,CHRM4 PAM,CHRM4 agonist,M1 PAM,CRFBP-R2 block,M4 antag,M5 ag,M5 antag,CHRM5 PAM,CRFBP-R2 agonist
Oc1cccc(Nc2nc(N3CCOCC3)nc(N3CCOCC3)n2)c1,0,3,9,-25,-5,7,-11,7,-0.1
O=[N+]([O-])c1cccc(C=NNc2ccc3ccccc3n2)c1O,3,1,1,78*,-6,-4,4,-2,-1.0
Cc1ccc(NC(=O)CSc2nnc(CNC(=O)c3ccco3)o2)cc1Cl,1,7,0,-5,-1,0,3,-2,-0.3
COc1ccc(C(=S)N2CCN(C)CC2)cc1,-7,0,-12,-6,13,-5,0,2,-0.5
C=C1N(c2ccc(Cl)cc2)C(=O)OC1(C)C,6,0,7,9,3,2,-2,2,1.4
COc1cc(C2=CCN(C(C)=O)CC2)ccc1OC(C)=O,8,0,6,2,-3,2,0,11,2.4
COCCCN1CC23C=CC(O2)C(C(=O)OC)C3C1=O (stereo unspecified),5,1,5,2,-1,-1,-1,-3,0.9
COc1ccc(N)cc1NC(=O)CN1CCOCC1,4,0,-4,14,-1,0,0,-1,0.6
O=C1CSC(c2cn(-c3ccccc3)nc2-c2cc3ccccc3oc2=O)N1Cc1ccccc1 (stereo unspecified),-6,1,4,11,2,0,-4,8,0.4
COc1ccc(CCC(=O)Nc2cc(S(C)(=O)=O)ccc2Cl)cc1,4,2,5,.,2,0,3,10,.
CCN1CCN(C(=O)CN(CC)S(=O)(=O)c2ccc3ccccc3c2)CC1,-4,1,16,6,12,-6,2,3,0.2
O=C(COC(=O)C1CCCCC1)Nc1ccc([N+](=O)[O-])cc1,-6,12,-2,7,-15,-6,0,-12,-2.0
COc1ccc2c(c1)C=C([C@@H]1C[C@H]3CN(c4ccccc4)C(=O)[C@]34CCCN14)CO2,-17,2,-34,1,-3,-10,-21,2,-1.0
C=CCn1c2ccccc2c2nnc(SCC(N)=O)nc21,2,2,8,15,2,-2,5,-1,-4.6
COc1ccccc1OCC(=O)Nc1ccc(S(=O)(=O)NC(C)=O)cc1,7,1,12,-11,-3,0,-7,9,4.1
COc1ccc2nc3sc(C(=O)NCCN4CCc5ccccc5C4)cc3cc2c1,-12,3,5,-6,5,0,-1,-3,0.7
COC(=O)c1ccc(C)c(NC(=O)CN2C(=O)c3ccccc3S2(=O)=O)c1,-4,1,4,0,0,0,-12,-3,13
CCCCOC(=O)N/N=C/C=C/c1ccccc1,-9,-1,7,15,4,0,1,1,0.2
CCC(=O)NC(=S)Nc1ccc(-c2nc3ccccc3s2)cc1,24,1,6,-11,-3,1,-3,1,2.8
CCN(CC)CCN(C(=O)c1c(F)cccc1F)c1nc2cc(C)cc(C)c2s1,3,0,6,8,0,-4,1,4,0.4

# Quoted at random: two records from the list
SMILES,CHRM4 PAM,CHRM4 agonist,M1 PAM,CRFBP-R2 block,M4 antag,M5 ag,M5 antag,CHRM5 PAM,CRFBP-R2 agonist
COc1ccc2c(c1)C=C([C@@H]1C[C@H]3CN(c4ccccc4)C(=O)[C@]34CCCN14)CO2,-17,2,-34,1,-3,-10,-21,2,-1.0
O=C1CSC(c2cn(-c3ccccc3)nc2-c2cc3ccccc3oc2=O)N1Cc1ccccc1 (stereo unspecified),-6,1,4,11,2,0,-4,8,0.4

# The list continues:
SMILES,CHRM4 PAM,CHRM4 agonist,M1 PAM,CRFBP-R2 block,M4 antag,M5 ag,M5 antag,CHRM5 PAM,CRFBP-R2 agonist
CS(=O)(=O)c1ccc2nc(NC(=O)c3cccc(NS(=O)(=O)c4ccc(F)c(F)c4)c3)sc2c1,-7,6,-6,-5,13,-1,3,-5,4.5
CCOC(=O)CC(NS(=O)(=O)c1ccc2[nH]cc(C(=O)O)c(=O)c2c1)c1ccc(OCC)c(OC)c1 (stereo unspecified),0,1,-6,1,3,0,4,3,-0.6
CC(C)C(=O)N1CCN(c2ccc(NC(=O)c3ccc([N+](=O)[O-])o3)cc2)CC1,-4,8,5,-8,1,2,11,-4,-4.4
Cc1cnc(NC(=O)c2cccs2)s1,6,1,4,-5,2,-4,11,0,-0.7
CCOC1OC(=O)C(Cl)=C1Nc1ccccc1C (stereo unspecified),6,-1,1,4,-7,0,5,1,-2.2
O=C(CC(=O)c1ccccn1)c1ccccc1,2,0,7,2,-7,1,14,0,24
COc1ccc(-n2nc3c(c2NC(=O)C2CCCC2)CS(=O)(=O)C3)cc1,0,-1,2,12,6,-1,6,-1,-0.3
COc1ccccc1NC(=O)C(C)Sc1nc(-c2ccccc2)cn1N (stereo unspecified),8,0,6,8,-31,-5,4,6,0.1
CCC(CC)C(=O)N(C)c1c(C)nc2c(OCc3cc(Cl)cc(Cl)c3)cccn12,-5,3,-18,.,9,-1,9,-8,.
C=CCOC(=O)C1=C(C)NC(SCC(=O)N(CC)CC)=C(C#N)C1c1ccccc1 (stereo unspecified),-6,7,2,19,-6,-8,0,-8,-1.4
O=C(COc1ccc2ccc(=O)oc2c1)OCc1ccccc1,0,3,7,7,-12,-4,13,-9,1.0
O=C(NN=Cc1c(O)ccc2ccccc12)c1ccc2c(c1)OCO2,23*,3,8,-16,-8,5,-4,10,7.0
COCC(C)Nc1ncnc2c1cnn2-c1ccc(Cl)cc1 (stereo unspecified),-4,11,0,-2,-19,-8,-2,-8,-0.2
CCn1ncc(C2=NOC(C(=O)Nc3c(C)n(C)n(-c4ccccc4)c3=O)C2)c1C (stereo unspecified),-1,1,13,11,-9,3,-6,0,-2.3
COc1ccccc1NC(=O)CNC(=O)c1ccc(F)cc1,0,0,6,-17,-3,-2,-13,0,3.5
O=C(CCC(=O)c1ccc(Oc2ccccc2)cc1)Nc1ccc(Cl)cc1Cl,-3,2,10,-20,2,1,9,-7,2.6
COc1ccc(CNC(=O)CSc2nc3ccc(N)cc3s2)cc1,1,2,11,5,-2,-3,10,-5,0.2
COc1ccccc1CNC(=O)C(=O)NCC1OCCCN1S(=O)(=O)c1cccs1 (stereo unspecified),0,6,6,-5,-1,-3,9,-2,-0.6
O=C(CSc1nnc(Cc2ccccc2)o1)NCc1ccc2c(c1)OCO2,-6,0,-6,4,6,0,2,3,-1.2
CCOc1ccc(C2/C(=C(/O)c3ccc(F)cc3)C(=O)C(=O)N2CCCN(C)C)cc1 (stereo unspecified),3,0,7,-14,0,-2,-2,0,1.6
COC(=O)/C=C/c1ccc(-n2ccnc2)cc1,3,1,0,1,-4,0,-2,1,1.1
COCc1c(C(=O)OC)nnn1-c1ccccc1,12,1,-1,43,-8,3,2,-11,-0.3
Cc1ccc(S(=O)(=O)/N=C(\CN2CCCCC2)N2CCOCC2)cc1,5,2,4,-4,7,1,3,-7,-0.6
O=C(Nc1ccc2cn[nH]c2c1)c1c(Cl)cccc1Cl,0,1,5,12,0,-1,5,-1,-2.3
O=C(CSc1nc2ccc(NC(=O)c3ccccc3C(=O)O)cc2s1)Nc1c(Cl)cccc1Cl,-2,3,5,33,6,-3,11,3,-1.1
COCCN(CC(=O)Nc1cccc(C)c1)S(=O)(=O)c1ccc(S(=O)(=O)N2CCCC2)cc1,2,2,-9,-4,-2,-7,3,-9,0.8
COc1ccc(C2CC(c3ccc(C)o3)=NN2C(C)=O)cc1 (stereo unspecified),7,1,12,13,-2,-2,-4,-1,-2.6
Cc1ccc(N2CC(=O)Nc3c(sc4nc(C)cc(C)c34)C2=O)cc1,-8,10,-1,-13,-3,-2,18,-12,-7.0
CCOC(=O)N1CCN(C2CC(=O)N(c3ccccc3)C2=O)CC1 (stereo unspecified),9,0,11,-15,-8,3,-7,6,-1.1
O=[N+]([O-])c1cccc2ccc(N3CCOCC3)nc12,2,2,19,-1,0,1,-6,3,0.8
CC(C)(C)c1ccc(C(=O)NCC(=O)OCC(=O)N2CCN(S(=O)(=O)c3ccc(Cl)cc3)CC2)cc1,-10,7,-7,0,20,-2,23,-10,-1.3
O=C(OCC(=O)N1CCCc2ccccc21)c1ccccc1[N+](=O)[O-],-7,13,2,8,5,3,6,-5,0.6
O=C(O)c1cc([N+](=O)[O-])ccc1Oc1ccccc1,5,0,2,23,-3,0,16,-1,-1.1
COc1ccc(-c2noc(-c3cccs3)n2)cc1OC,-6,12,-4,1,11,-7,13,-7,-0.4
Cc1nnc(SCC2=C(C(=O)O)N3C(=O)C(NC(=O)Cn4nc(C)c(Cl)c4C)C3SC2)s1 (stereo unspecified),2,0,9,-2,-9,2,10,5,-0.2
O=C(Cn1c2ccccc2c2nc3n(c(=O)c21)CCS3)Nc1ccccc1C(F)(F)F,10,4,6,-2,-7,11,8,19*,-1.6
CC1CC(=O)N(CC(=O)NC2CCCCC2)c2ccccc2S1 (stereo unspecified),2,2,8,-3,-7,1,-2,5,-2.0
COc1ccc(C(=O)NNC(=O)CN(C)S(=O)(=O)c2ccc(Cl)cc2)c(OC)c1OC,6,0,9,6,-2,-3,-2,8,-2.4
NC(=S)N/N=C/c1ccccc1OC(=O)c1cc2ccccc2oc1=O,-5,4,-6,1,-1,0,15,-7,-0.8
O=S(=O)(c1cccs1)N1CCCc2ccccc21,2,-1,10,38,0,-16,1,10,-1.3
O=C(N/C(=C\c1ccccc1)C(=O)N1CCOCC1)c1ccccc1Br,-1,1,8,-4,0,4,11,-4,0.2
CCC(C)Sc1ccc([C@H]2N[C@@](C)(C(=O)OC)[C@H]3C(=O)N(CC)C(=O)[C@@H]23)cc1OC (stereo partly specified),15,2,14,5,2,0,3,12,-0.7
O=C(Cn1c(C(=O)N2CCN(C3CCCC3)CC2)cc2sccc21)c1ccccc1,2,7,-4,-1,-20,1,-1,2,-1.5
Cc1cccc(C(=O)NCC(=O)N2CCCCCCC2)c1,4,0,6,3,-1,2,-3,-3,-1.8
COc1ccc(N)cc1NC(=O)CN1CCCC1,3,0,12,-2,-4,-2,4,1,1.4
O=C(C1CCC(=O)N1Cc1ccccc1Cl)N1CCN(c2cccc(Cl)c2)CC1 (stereo unspecified),12,9,-1,15,-21,1,-3,0,-2.0
COc1ccccc1-c1nnc(NC(=O)C2CCCN2S(=O)(=O)c2cccs2)o1 (stereo unspecified),0,0,16,2,-8,1,1,-2,-0.7
C[n+]1ccc(/C=C/c2c[nH]c3ccc(F)cc23)cc1,-2,1,9,-19,-6,-5,4,-2,45
COc1cc(NC(=O)CCc2nc(-c3cccs3)no2)cc(OC)c1OC,-10,11,-1,-4,-11,5,2,-9,-0.7
CCCCC(=O)N(CCC)CCC,2,0,-13,-7,2,-1,1,1,-0.4
Cc1cccc(N2CCN(C(=O)c3oc4ccc(Br)cc4c3C)CC2)c1C,11,1,0,-3,-5,0,3,4,3.8
COc1ccccc1CNC(=O)c1cc(=O)c2ccccc2o1,2,13,11,12,-10,7,4,8,-1.3
COc1ccc(C(=O)Nn2c(SCC(=O)NCC3CCCO3)nc3ccccc3c2=O)cc1 (stereo unspecified),7,1,11,-2,-17,-5,1,15,-0.7
Cc1ccccc1NC(=O)n1ncc2cc(Cl)ccc21,4,2,7,-5,-1,0,7,-2,0.6

# As entered above:
# `CC(C)(C)c1ccc(C(=O)NCC(=O)OCC(=O)N2CCN(S(=O)(=O)c3ccc(Cl)cc3)CC2)cc1` – CHRM4 agonist: 7
# `Cc1ccc(NC(=O)CSc2nnc(CNC(=O)c3ccco3)o2)cc1Cl` – CHRM4 PAM: 1

# High-throughput results from PubChem BioAssay.
